Bioassay records as filed in PubChem.
HCMV inh = inhibitors of human cytomegalovirus; AID 1259415; HFF cells, HCMV-luciferase reporter, 72 h; hits give low values; activity change, negative = inhibition, % at 57.5 µM; actives 4.5% (n = 410,000); in the data active = activity change below about -60%; inconclusive = no clear call, values can overlap the other calls; inactive = above about -39%
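Compounds were evaluated in HFFs infected with an HCMV luciferase reporter virus (MOI 1 PFU/cell). Luciferase in lysates collected 72 h post infection served as the replication measure.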
AMA1-RON2 inh = disrupts binding of P. falciparum AMA1 to RON2; Potency, µM (doses to about 58.2 µM), inactives show at the highest dose activity change, negative = inhibition, usual class: inhibitors; AID 720542; actives 0.2% (n = 360,000); AlphaScreen AMA1-biotinylated RON2 peptide binding; active = well fitted inhibition curve with a large enough effect; inconclusive = small, poorly fitted or top-dose-only effect; inactive = no such curve, though single readings can be large or run the other way;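 note: potency is the fitted concentration of half-maximal effect; 0% = vehicle wells and -100% = peptide control; nearly all actives have a fitted effect of over 45% in size; some results filed as inactive show a strong effect at the top dose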
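AMA1 (3D7) with his tag at 25 nM final met compounds first, then biotinylated RON2 peptide at 25 nM; detection used donor plus acceptor beads, 10 µg/mL apiece, read by AlphaScreen after 30 min at room temperature.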
Active calls of the source: *; ? = inconclusive; [ ] = dose if it differs, or a comment. Unless noted, % is set by controls: 0 for no effect and ±100 for the full control effect. Some of the compounds tested. The share of hits here may be higher or lower than overall.

SMILES	AMA1-RON2 inh	HCMV inh
COc1cccc(S(=O)(=O)N(C)C[C@H]2OCc3cnnn3CCCC(=O)N([C@H](C)CO)C[C@H]2C)c1	-10.3%	16.7
CCN(CC)c1ccc(N=C2C=CC(=O)C=C2NC(C)=O)cc1	?	37.8
CC1Cc2c([nH]c(=O)n(-c3ccccc3)c2=O)O1 (stereo not given)	14.5%	-2.3
O=S1(=O)CCOC[C@H](Cc2ccccc2)N1Cc1ccccc1Br	2.7%	-13.6
CC(OC(=O)CC1Sc2ccccc2NC1=O)C(=O)N(C)Cc1ccccc1 (stereo not given)	3.2%	-0.5
CCc1ccc(CNC(=O)C(=O)NCCc2ccc(OC)c(OC)c2)cc1	-5.4%	0.5
CCN(CC)c1ncnc2c1ncn2[C@H]1CN(Cc2ccc(F)cc2)C[C@@H](CO)O1	-3.3%	7.9
O=C(Nc1ccc2c(c1)OCCO2)C(c1ccccc1)n1c(=O)c(-c2ccco2)nc2ccccc21 (stereo not given)	-12.8%	-15.9
CCOC(=O)C1=CCC(c2cccc(C)c2)N(S(=O)(=O)c2ccc(C)cc2)C1 (stereo not given)	15.0%	-18.3
COc1cc(CNc2ncnc3c2ncn3[C@H]2CN(Cc3ccccc3)C[C@@H](COC(C)=O)O2)cc(OC)c1OC	-10.3%	-22.3
O=C1NC[C@@H](CCCCN2C[C@H](Cc3ccccc3)N(CC3CCCCC3)C(=O)C2=O)N(CCc2ccccc2)C1=O	2.8%	-14.5
COc1ccc(OC)c(NC(=O)C2(C)CCN2C(=O)Cc2ccccc2)c1 (stereo not given)	-2.8%	-33.9
O=C(Nc1ccc(F)c(Cl)c1)c1ccc2sc([C@@H]3O[C@H](CO)[C@H](O)[C@H](O)[C@H]3O)nc2c1	10.9%	6.9
N/C(Cc1ccc(Cl)cc1)=N\OC(=O)CCc1ccccc1	57.9%[activator]	17.8
Oc1ccc2ccccc2c1CNc1ccccc1	21.2%	8.9
CCCCN1C2=NC(c3ccccc3)CN2c2ccccc21 (stereo not given)	-19.0%	?
CCC/C=C/c1ccc(CN2C(CC(C)C)C(=O)N(Cc3cn(CCC4OCCCO4)nn3)CCS2(=O)=O)cc1 (stereo not given)	-15.7%	-35.5
CC(=O)Nc1ccc(-c2ccnc3c2CC(C)(C(=O)Nc2ccc(C(C)C)cc2)O3)cc1 (stereo not given)	-4.4%	-32.3
CC12CCC3C(CCC4CC(=O)CCC43C)C1CC(=NO)C2=O (stereo not given)	-2.9%	16.3
CC1(C)OC(=O)C2=C(CC(CCc3ccccc3)OC2c2ccccc2)O1 (stereo not given)	-9.8%	-17.5
CCCc1nc2ccc(C)cn2c1Cc1ccccc1C(F)(F)F	-10.6%	-69.1*
CC1c2ccccc2N(S(=O)(=O)c2ccccc2)C1C (stereo not given)	5.7%	-22.7
CN(c1ccc(F)cc1)S(=O)(=O)c1ccc(Cl)c(C(=O)NCC2(N3CCOCC3)CCCCC2)c1	10.9%[11.6 µM]	-37.6
CCCCCCCCCc1conc1C(=O)/C=C/c1oc2c(c1C)CCC(C)C2 (stereo not given)	29.5%	24.8
COc1cc2c(cc1OC)C(=O)CCC2	-8.5%	-32.1
O=C1c2ccccc2C(c2nnnn2-c2ccc3c(c2)OCCO3)N1Cc1ccco1 (stereo not given)	5.3%	?
ONC(=NCc1ccccc1)c1ccccc1	-2.4%	12.0
CCCN(C(=O)COC(=O)CCC(=O)c1ccccc1)c1c(N)n(Cc2ccccc2)c(=O)[nH]c1=O	1.2%	-3.8
C[C@H]1CN([C@@H](C)CO)C(=O)CCCn2cc(nn2)CO[C@@H]1CN(C)S(C)(=O)=O	14.2%	-13.1
CC(C)CSCC1OC(n2cnc3c(N)nccc32)C(O)C1O (stereo not given)	8.3%	-15.2
O=C1OC(c2ccccc2)(c2ccccc2)c2ccsc21	-4.4%	-11.6
O=C(CSc1nc(C2CC2)nc2ccccc12)N1CCc2ccccc21	-4.1%	-16.1
O=C1c2ccccc2S(=O)(=O)c2cc(C(=O)N3CCC(C(=O)N4CCCCC4)CC3)ccc21	5.3%	16.9
Cc1ccc(C(=O)NC2CC(C)(C)NC(C)(C)C2)cc1S(=O)(=O)N1CCOCC1	0.2%	-10.8
Cc1cc(=O)n2cn[nH]c2n1	-2.8%	-18.7
CCc1nc2ccc(C(=O)Nc3ccc4c(c3)OCC(=O)N4)cn2c1N(C)Cc1nccn1C	16.9%	-2.0
COc1ccc(N2CC(C(=O)N3CCc4ccccc43)CC2=O)cc1 (stereo not given)	16.0%	55.1
CCOC(=O)Nc1cc2c(cc1[N+](=O)[O-])-c1ccccc1C2=O	-0.8%	26.0
Cc1ccc(OCC(=O)NNC(=O)c2ccc(F)c(S(=O)(=O)N3CCOCC3)c2)cc1C	139.2%[activator]	-14.4
O=C1[C@H](Cc2ccccc2)NCCCC[C@H](c2ccc(Cl)cc2)N1Cc1ccccc1	-7.0%	-17.8

Not a retest: an excerpt of the list.
SMILES	AMA1-RON2 inh	HCMV inh
Cc1ccc(OCC(=O)NNC(=O)c2ccc(F)c(S(=O)(=O)N3CCOCC3)c2)cc1C	139.2%[activator]	-14.4
O=C1[C@H](Cc2ccccc2)NCCCC[C@H](c2ccc(Cl)cc2)N1Cc1ccccc1	-7.0%	-17.8

More results:
SMILES	AMA1-RON2 inh	HCMV inh
CC1CCCN(S(=O)(=O)c2cccc(C(=O)NCCCN3CCCC3=O)c2)C1 (stereo not given)	0.0%	23.7
CCOC(=O)[C@]12CCC=C1N(CCC1=CCCCC1)C(=O)[C@H](CC(=O)NCCc1ccccc1OC)C2	-6.2%	-1.6
CO[C@H]1CN(C)C(=O)c2cc(NC(=O)C3CCCC3)ccc2OC[C@@H](C)NC[C@H]1C	5.0%	-13.3
CC1=C(C(=O)N(C)C)CC(CC(=O)NCCc2ccccn2)C(=O)N1Cc1ccc(F)cc1 (stereo not given)	23.5%	2.3
O=C1NC[C@H](Cc2ccccc2)N(CC2CCN(CCc3ccc(-c4ccccc4)cc3)CC2)C1=O	-10.5%	-35.8
Cc1cc(C)cc(Cn2cc(CN3CC(N4CCN(CCN(C)C)CC4)CS3(=O)=O)nn2)c1 (stereo not given)	6.1%	-3.0
COc1ccc(F)cc1-c1cc(C(=O)NCc2ccc(F)cc2)[nH]n1	-2.3%	-27.8
CCNC(=O)C1(C)CCCN1Cc1c(F)cccc1F (stereo not given)	-4.9%	-6.9
Cc1ccc(C)c(OCc2cc(C(=O)N3CCN(C4CCCCC4)CC3)no2)c1	-14.6%	-19.6
COc1ccc(CN2C(=O)c3ccccc3C2=O)cc1C(=O)N(C)CC(=O)Nc1ccc(C)cc1	-8.7%	-11.9
CCCNC(=O)C1(C)CCCN(C(=O)c2ccccc2F)C1 (stereo not given)	-0.2%	17.1
O=C(Nc1c(-c2ccccc2)[nH][nH]c1=O)c1ccc2c(c1)OCO2	1.6%	-6.6
CC1=NNC(=O)C1Cc1c(Cl)cccc1Cl (stereo not given)	-1.5%	5.0
CNc1ccc(N=Nc2cccc3ncccc23)cc1	?	10.2
CC(=O)Nc1ccc(CN2C(=O)C(Cc3ccccc3)ON=C2c2cccc(F)c2)cc1 (stereo not given)	-7.2%	-17.8
CCOC(=O)N1CCN(C(c2ccnc3ccccc23)c2nnnn2-c2c(C)cccc2C)CC1 (stereo not given)	34.4%[activator]	-0.4
CCOCc1nnc(NC(=O)c2ccc3c(c2)OCO3)s1	31.7%	34.9
COc1ccccc1Cc1c(-c2ccc(Cl)cc2)nc2c3ccccc3ccn12	-17.0%	22.4
Cc1ccc(S(=O)(=O)N2CCCCC2)cc1NCC(=O)Nc1ccc(Br)cc1F	-1.5%	-85.8*
CN(C)c1ccc(NC(=O)c2cc3c(=O)n4ccccc4nc3n2C)cc1	-16.5%	-24.9
Cc1cccc(-c2oc3ccc(-c4ccc5c(c4)OCO5)cc3c2-c2ccc(OC3CCCCO3)cc2)c1 (stereo not given)	5.2%	24.7
CCc1nc2c(OCc3c(C)noc3C)cccn2c1N(C=O)Cc1ccc(OC)cc1	5.2%	2.9
COc1ccc(S(=O)(=O)N=N/C=C2\C=CC=CN2O)cc1OC	0.0%	6.8
CC1CN(c2ccccn2)C(C)CN1C(=S)Nc1ccccc1 (stereo not given)	11.5%	13.3
CCOC(=O)C1=CCN(S(=O)(=O)c2ccccc2C)C1c1cccc(Br)c1 (stereo not given)	5.1%	?
COc1ccc(-c2cc(C(F)(F)F)n3nc(C(N)=O)cc3n2)cc1	-13.7%	-25.9
CSc1ncccc1C(=O)NNC(=O)c1csc(N2CCOCC2)n1	182.9%[activator]	-14.0
COc1ccc(OC)c(CN2C(=O)CN(S(C)(=O)=O)CC2(C)C(=O)NC(C)C)c1 (stereo not given)	10.0%	-6.5
NC1CC2CCCCC2CC1(O)c1ccccc1 (stereo not given)	1.0%	-23.9
O=C(NCc1cccc(Br)c1)C1CC2Cn3c(nc4ccccc43)C2N1Cc1ccccc1 (stereo not given)	6.5%	-3.2
CC(=O)C1CCC2C3CCC4=CC(=O)C=CC4(C)C3C(=O)CC12C (stereo not given)	23.8%	-28.9
CCCCC(=O)N(C)c1c(CC)nc2c(OCCOC)cccn12	13.8%	21.1
CCCCn1c(N)c(N(C)C(=O)CCCn2c(=O)oc3ccccc32)c(=O)[nH]c1=O	-1.4%	-1.0
Cc1cc(N)ncc1[N+](=O)[O-]	3.8%	55.3
CCC1CN1P1(=O)OCC(C)([N+](=O)[O-])CO1 (stereo not given)	8.8%	-3.4
NS(=O)(=O)c1ccc(CCNC(=O)c2cccc(S(=O)(=O)N3CCc4ccccc43)c2)cc1	-8.2%	-23.5
CCOC(=O)C1CCN(C(c2cc3cc(C)cc(C)c3[nH]c2=O)c2nnnn2C2CCCCC2)CC1 (stereo not given)	1.0%	-34.2
CCc1ccc(N2C=C(C(=O)OC)C(c3cccc4ccccc34)C(C#N)=C2N)cc1 (stereo not given)	33.3%[activator]	-100.6*
Cc1cc2nc(-c3nnnn3C3CCCCC3)c(=O)[nH]c2cc1C	-0.9%	-3.2
COc1ccc(CNC(=O)/C=C/[C@H]2O[C@@H](n3cc(C)c(=O)[nH]c3=O)C[C@@H]2O)cc1	24.6%	11.6
C[C@H]1COc2cccc(N3CCN(Cc4ccccc4F)CC3)c2S(=O)(=O)N1	-10.6%	7.4
NC(c1csc(Nc2cc(Oc3ccccc3)ncn2)n1)C1CCCCC1 (stereo not given)	49.6%[activator]	-14.7
C=CCNc1ncnc2c1ncn2[C@H]1CN(C2CCCC2)C[C@@H](CO)O1	6.2%	-13.5
CCOC(=O)C1(C)CCCN(C(=O)c2ccc3c(c2)OCO3)C1 (stereo not given)	0.0%	-14.2
OC(c1ccccc1)c1nc(-c2ccccc2)cs1 (stereo not given)	5.2%	50.1
COC(=O)c1ccccc1NC(=O)CN1C(=O)c2ccccc2C1=O	-6.4%	11.3
Cc1ccc(NC(=O)c2ccc(F)cc2F)cc1	15.3%	58.4
O=C(Nc1ccc(Cl)c(C(F)(F)F)c1)[C@@H]1CC=C[C@@H]2CCN(Cc3ccccc3)C(=O)[C@@H]21	-2.4%	7.1
COc1ccc(CN2C(=O)CCC2(C)c2nnnn2Cc2ccccc2)cc1OC (stereo not given)	2.2%	19.9
COc1ccccc1-c1cnc(C(O)c2cccc(C)c2C)[nH]1 (stereo not given)	1.1%	-0.4
CCCc1nc2ccc(C(=O)OC)cn2c1Cc1cccc(F)c1	3.6%	29.7
COc1ccc(CC(=O)Nc2ccc(F)c(S(=O)(=O)N3CCOCC3)c2)cc1	0.0%	63.0
O=C1NC(=O)C(=Cc2ccc(Cl)c(Cl)c2)S1	-5.5%	60.9
Cc1cc(Cl)ccc1OCC(=O)N(Cc1ccco1)c1c(N)n(Cc2ccccc2)c(=O)[nH]c1=O	0.4%	-6.1
Cc1nccn1CCC(=O)NC1CCCc2c1cnn2-c1ccc(C(C)(C)C)cc1 (stereo not given)	0.0%	-21.5
CC(OCC(O)CN1CCN(S(=O)(=O)c2ccc(Cl)cc2)CC1)c1ccc(Cl)cc1 (stereo not given)	0.6%	?
Cc1ccc(S(=O)(=O)N2C3CC(c4ccccc4)N(S(=O)(=O)c4ccccc4Cl)CC3C(=O)C[C@H]2c2ccccc2)cc1 (stereo not given in full)	-3.0%	?
CC(C)(C)OC(=O)N1CCC(CC2CC(c3ccccc3)=NO2)(C(=O)O)CC1 (stereo not given)	28.8%	13.2
CN(C)c1ccc(CC(=O)N2CCCC(c3cc(C(=O)Nc4ccc5c(c4)OCO5)no3)C2)cc1 (stereo not given)	?	?
C[C@H](O)[C@@H]1C(=O)N2CCc3ccc(-c4ccccc4)cc3[C@@H]2C[C@@H]1N(C)C(=O)c1ccc(C#N)cc1	-13.6%	-14.9
CC(=O)NC(C)(c1ccccc1)c1nc(-c2cc(F)cc(F)c2)cs1 (stereo not given)	0.6%	29.6
CC[C@@H]1C(=O)[C@H](Cc2ccccc2)[C@H]2CCCC(=O)N3CC[C@@H]1[C@@H]23	8.6%	-20.8
OCCN1CCN(c2ncnc3c2ncn3[C@H]2CN(Cc3ccco3)C[C@@H](CO)O2)CC1	1.8%	-21.8
